Screens from PubChem.
HTRA1 inhibitor: HTRA1 serine protease inhibitors, primary screen, biochemical, fluorescence polarization, HTS; hit rate 0.5% among 340,000; Q92743; recombinant HTRA1, FP-rhodamine activity-based probe; inhibition, % at 5.96 µM; in the data active = inhibition above about 36%;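 also: 0% = enzyme with DMSO and 100% = wells lacking enzyme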
NPR2 activator: human GC-B receptor activators, primary screen, HEK293 GC-B cells, cGMP TR-FRET, EC30 CNP; Atrial natriuretic peptide receptor 2 (Homo sapiens), P20594; 0% at EC30 CNP, 100% saturating CNP; hit rate 0.11% among 370,000; activation, % at 10 µM; AID 1920062, 2024;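 active = activation at 10 µM reaching about 35% in either raw or pattern-adjusted values, limit read from the data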
rCAG binder: binders of r(CAG) RNA repeats, primary screen, biochemical, fluorescence. inhibition, % at 3 µM. hit rate 1.3% among 370,000. r(CAG) RNA repeat, TO-PRO-1 dye displacement fluorescence;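 active = inhibition above the plate cutoff, the mean of all test compounds on that plate plus 3 SD, cut at about 35% in these data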;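 also: 0% = DMSO alone and 100% = 100 µM mitoxantrone as full dye displacement; higher means more dye released from RNA so lower well fluorescence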
GC-A act: GC-A stimulated cGMP production enhancers – HEK293 GC-A cells, cGMP TR-FRET, EC30 ANP, primary screen; 0% at EC30 ANP, 100% saturating ANP; activation, % at 10 µM; hit rate 0.14% among 370,000; in the data active = activation above about 40%
mABHD4 FP: ABHD4 inhibitors, primary screen, biochemical, fluorescence polarization, mouse; (Lyso)-N-acylphosphatidylethanolamine lipase (Mus musculus), Q8VD66; purified mABHD4, FP-Rh probe fluorescence polarization; inhibition, % at 8.92 µM; hit rate 0.54% among 370,000; AID 720543, 2013;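 active = inhibition exceeding the mean over every tested compound plus 3 SD, cut at about 30% in these data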;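 also: 0% = plate median of compound wells and 100% = S159A mutant with DMSO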
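Material: mouse ABHD4 enzyme, wild type; Benchmarks: S159A mutant high control, sample median low control; Buffer or medium: HEPES pH 7.0, NaCl, Pluronic buffer; Signal: fluorescence polarization; Read-out: percent inhibition of probe binding, normalized to plate controls; Timing: pre-incubation 45 min, probe exposure 60 min, at 25 °C; Dosing: 8.92 µM, single dose.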
PRMT1 FP inh: PRMT1 methyltransferase inhibitors, primary screen, biochemical, fluorescence polarization; recombinant PRMT1, activity-based probe fluorescence polarization; inhibition, % at 2.79 µM; AID 652257, 2013; Protein arginine N-methyltransferase 1 (Homo sapiens), Q99873; hit rate 1.3% among 370,000;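 active = inhibition above about 21% made by adding two undisclosed values, limit read from the data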
UHRF1 MBD2 ctr: UHRF1 methylated DNA binding inhibitors, primary screen, counter-screen for MBD2 inhibitor project, biochemical, TR-FRET, human UHRF1, single concentration | UHRF1 binding to methylated oligo | hit rate 0.75% among 370,000 | AID 687016, 2013 | inhibition, % at 4.4 µM; in the data active = inhibition above about 21%;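 also: UHRF1 SRA domain binding a hemimethylated CpG hairpin DNA probe; 0% = median of test compound wells and 100% = reference inhibitor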
Target sequence (Q96T88 whole entry, looked up, the tested form may be a part): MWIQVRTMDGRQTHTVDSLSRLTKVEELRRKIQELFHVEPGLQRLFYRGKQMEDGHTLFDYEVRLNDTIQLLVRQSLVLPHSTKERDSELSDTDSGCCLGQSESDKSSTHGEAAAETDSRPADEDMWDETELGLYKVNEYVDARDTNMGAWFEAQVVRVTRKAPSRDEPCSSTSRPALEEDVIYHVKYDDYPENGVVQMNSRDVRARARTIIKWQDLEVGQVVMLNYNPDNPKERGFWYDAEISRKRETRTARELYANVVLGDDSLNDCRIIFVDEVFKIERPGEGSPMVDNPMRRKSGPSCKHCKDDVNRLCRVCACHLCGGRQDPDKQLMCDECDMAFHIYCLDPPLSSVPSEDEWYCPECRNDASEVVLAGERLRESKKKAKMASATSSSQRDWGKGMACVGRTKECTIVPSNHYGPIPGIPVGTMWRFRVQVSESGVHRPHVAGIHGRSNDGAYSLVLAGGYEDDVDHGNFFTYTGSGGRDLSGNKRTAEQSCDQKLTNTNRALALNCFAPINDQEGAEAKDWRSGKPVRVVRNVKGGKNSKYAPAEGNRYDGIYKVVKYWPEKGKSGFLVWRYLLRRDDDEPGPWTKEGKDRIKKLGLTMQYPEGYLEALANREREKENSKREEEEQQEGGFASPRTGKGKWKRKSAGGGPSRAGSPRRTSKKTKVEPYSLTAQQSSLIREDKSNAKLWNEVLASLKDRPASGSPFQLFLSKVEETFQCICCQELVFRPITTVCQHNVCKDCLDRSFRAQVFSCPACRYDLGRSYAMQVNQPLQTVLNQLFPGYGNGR
SIAE inh: human SIAE inhibitors, primary screen, biochemical, fluorescence polarization, FP-Rh probe, 1536-well HTS. SIAE FP-Rh probe binding. inhibition, % at 9.66 µM. Sialate O-acetylesterase (Homo sapiens), Q9HAT2. hit rate 0.69% among 370,000;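 active = inhibition above a cutoff: mean of compounds within the control limits plus 3 SD of those, cut at about 17% in these data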;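 also: 0% = plate median of compound wells and 100% = probe without SIAE protein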
TCR-CD3 inh: inhibitors of human TCR-CD3 interaction, primary screen, biochemical, fluorescence, TAMRA-labeled TCR probe. inhibition, % at 9.4 µM. hit rate 0.37% among 360,000. T-cell receptor (TCR); in the data active = inhibition above about 19%;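 also: recombinant mutant TCR 2C K166C tagged with TAMRA read by polarization; 0% = receptor in buffer alone and 100% = receptor with positive control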
MBD2 inh: inhibitors of MBD2 binding to methylated DNA, primary screen, biochemical, TR-FRET, DNA-binding domain, human | Methyl-CpG-binding domain protein 2 (Homo sapiens), Q9UBB5 | MBD2 binding to methylated oligonucleotide | inhibition, % at 4.4 µM | hit rate 0.31% among 370,000 | AID 686964, 2013; in the data active = inhibition above about 13%
Starred values were filed as active, the others as inactive; x = no result given. This is a subset; count on the stated rates, not on these rows.

SMILES	HTRA1 inhibitor	NPR2 activator	rCAG binder	GC-A act	mABHD4 FP	PRMT1 FP inh	UHRF1 MBD2 ctr	SIAE inh	TCR-CD3 inh	MBD2 inh
CC1CC(C)CN(C(=O)c2cc(S(=O)(=O)N3CCCCC3)ccc2Cl)C1 (centres undefined)	-6	1	-9	-2	13	2	2	0	-8	4
CCOc1ccc(NC(=O)CN(C)C(=O)c2ccc(N3CCCCCC3)c([N+](=O)[O-])c2)cc1OCC	3	5	3	1	5	3	-3	-6	-1	-6
CC(C)NC(=O)Nc1ccc2c(c1)C(=O)N([C@H](C)CO)C[C@H](C)[C@@H](CN(C)C(=O)Nc1ccccc1)O2	0	2	0	2	-8	4	2	2	1	0
CCCNC(=O)c1cc(C2CCCN(S(=O)(=O)c3ccccc3)C2)on1 (centres undefined)	x	2	0	2	2	-3	-1	-1	1	0
COc1ccccc1NC(=O)CCCn1c(=S)[nH]c2ccccc2c1=O	-9	-9	-2	-2	-6	-3	-1	-3	0	-1
CCOc1ccc(N(CC(=O)Nc2ccc(OC)cc2)C2=NC3CS(=O)(=O)CC3S2)cc1 (centres undefined)	1	0	1	3	3	-2	0	10	-1	-1
C#CCOc1ccc(/C=N/O)cc1Cl	-4	2	1	4	0	0	-3	4	7	0
CCCC(=O)NCCc1nc2ccccc2n1CCC	-2	-3	1	-1	7	-3	-2	-2	5	1
O=C(c1ccccc1Nc1ccc(SC(F)F)cc1)N1CCCCC1	0	-4	-5	1	1	-1	-2	1	4	4
CCOC(=O)c1c(C)[nH]c(C(C)=NNC(=O)Cn2nc(C)cc2C)c1C	8	-1	0	-1	2	0	-1	4	-2	-7
CC1(C(=O)c2ccccc2)C2c3c(ccc4ccccc34)OC(=O)C21C(=O)N1CCOCC1 (centres undefined)	7	-10	5	-10	1	-2	1	-4	0	-2
CNc1c([N+](=O)[O-])cnn1-c1ccccn1	6	4	3	1	-3	1	1	-10	5	-2
O=c1[nH]c(C2CCN(S(=O)(=O)c3ccccc3)CC2)nc2c1nnn2Cc1ccc2c(c1)OCCO2	-33	-6	4	2	-6	0	-4	-13	6	-4
COc1ccc(Cc2c(-c3ccco3)nc3c(C)cc(Br)cn23)c(C)c1	x	-1	8	3	-6	7	-2	-3	0	3
O=C(CN1C(=O)NC2(CCCCC2)C1=O)NCCc1c[nH]c2ccccc12	7	-3	1	1	2	-3	0	2	-3	0
CCN(CC(=O)Nc1ccccc1C(F)(F)F)C(=O)c1cc(S(=O)(=O)N(C)C)ccc1N1CCCC1	1	-2	-6	-4	-1	-1	1	5	8	-1
Brc1ccc2c(c1)CN1CCCC1=N2	7	-4	-2	3	8	-1	5	-4	-5	-2
CCCC/C(O)=C1\C(=O)CC(C)(C)CC1=Nc1ccc(N)cc1	0	2	-2	4	2	-1	3	0	-2	2
CN(C)S(=O)(=O)c1ccc(-c2csc(-c3cccnc3)n2)cc1	-9	-3	15	-6	0	5	-1	-2	4	-4
Cc1ccc(OCC(=O)N/N=C/c2cn[nH]c2-c2ccc(Cl)c(Cl)c2)cc1	-36	-13	5	-15	-16	0	0	-16	9	3
COc1ccc(Cl)cc1S(=O)(=O)N1CCN(C(=O)c2n[nH]c(=O)c3ccccc23)CC1	3	2	0	2	-5	-9	4	-2	2	-6
COc1ccc(CNS(=O)(=O)c2ccc(Br)s2)cc1	-4	-2	0	1	-4	-5	0	-4	-3	-4
CC(C)NC(=O)C1(C)CCN1C(=O)Cc1ccc(-c2ccccc2)cc1 (centres undefined)	x	-1	-2	5	11	5	17	3	-2	12
COc1ccc(CNC(=O)CSc2nnc(C)n2-c2ccc(F)cc2)cc1	3	3	-4	-3	3	2	0	-1	-4	1
Oc1ccccc1/C=N/n1cnnc1	5	-2	2	-2	3	3	2	-1	-3	1

Remaining list, next part:
SMILES	HTRA1 inhibitor	NPR2 activator	rCAG binder	GC-A act	mABHD4 FP	PRMT1 FP inh	UHRF1 MBD2 ctr	SIAE inh	TCR-CD3 inh	MBD2 inh
Cc1c(OCC(=O)N2CCC(C(N)=O)CC2)ccc2c3c(c(=O)oc12)CCC3	1	4	0	3	0	-5	-4	0	5	-4
O=C(O)c1cccc(N/N=C/c2sc(N3CCOCC3)nc2-c2ccccc2)c1	-3	-7	26	-4	9	3	-1	5	1	-3
COC(=O)/C(=N\OCc1ccc(C#N)cc1)c1c(C)nn(C)c1C	2	0	0	-4	1	0	0	4	-10	4
CCOC(=O)C1=NOC(CN(c2ccccc2)S(=O)(=O)c2ccc(Cl)cc2)C1 (centres undefined)	-7	7	-7	-2	-2	-5	-1	-2	1	0
O=C(COCC(=O)NCc1ccccc1)NCc1ccccc1	1	0	1	1	-3	0	4	0	5	4
CC(=O)Cc1nsc(NC(=O)c2ccccc2Cl)n1	1	3	6	2	-4	2	-3	-1	0	0
Cc1c(/C(O)=C2\C(=O)C(=O)N(CCCN(C)C)C2c2ccccc2)cnn1-c1ccccc1 (centres undefined)	-6	2	3	4	-5	-1	-1	-8	-1	3
COc1ccc(-c2cccc(NC(=O)c3ccc4c(c3)OCO4)c2)nn1	-15	13	1	2	1	2	0	4	0	-3
Cc1ccc(O)c(N=Cc2cc(Cc3ccccc3)cc([N+](=O)[O-])c2O)c1	58*	-8	46*	-4	35*	12	-6	-6	5	-16
CCN1C(=O)[C@H]2[C@@H](c3ccc(-c4ccc(Cl)c(Cl)c4)cc3)N3CCCC[C@@]3(C(=O)OC)[C@H]2C1=O	-2	4	5	-2	13	1	0	3	3	3
COc1cc2nc(Nc3cccc(F)c3)nc(N)c2cc1OC	13	-6	7	15	6	0	1	3	0	-2
O=C(CSc1ncnc2sc3c(c12)CCC3)NCC1CCCO1 (centres undefined)	-2	4	-4	-3	7	-8	-4	2	-5	-1
CCN1C(=O)/C(=C/c2cccs2)SC1=Nc1ccc(OC)cc1	-2	1	1	-1	7	0	-1	-3	5	1
COc1ccc([C@H]2/C=C\CN(C(=O)[C@H](Cc3ccccc3)NC(=O)OCC3c4ccccc4-c4ccccc43)CC(=O)N2Cc2ccc(F)cc2)cc1	-8	-19	-9	-15	2	-4	-3	1	10	4
CCCCCOC(=O)C1=C(C)NC(=O)NC1c1ccc2c(c1)OCO2 (centres undefined)	-2	-2	-8	-8	0	-2	0	4	4	-3
O=C(Nc1ccccc1C(=O)O)c1ccc(NC(=O)C2CC2)cc1	5	1	9	1	7	6	0	-6	10	-3
Cc1nc(NC(=O)c2ccccc2)sc1C1(C)CC(c2ccccc2F)=NO1 (centres undefined)	-22	1	8	-2	8	0	-5	-8	0	2
CC(=O)N[C@H]1[C@H](Oc2ccc3c(c2)CCC2C3CC[C@]3(C)C(=O)CCC23)O[C@H](CO)[C@@H](O)[C@@H]1O (some centres undefined)	-2	-7	-1	3	-4	2	-2	8	4	1
O=P(OC1CCS(=O)(=O)C1)(c1ccccc1)c1ccccc1 (centres undefined)	-1	-1	2	-3	-3	3	8	-3	-2	2
CC(C)C(=O)N1CCN(c2nc3ccc(Cl)cc3s2)CC1	-2	6	-2	1	-3	-5	3	-4	-9	1
Cc1cccc(C(=O)N2CCN=C2SCc2ccc([N+](=O)[O-])cc2)c1	7	5	-4	0	-3	1	-1	2	-3	3
NC(=O)C[n+]1cccc(C(=O)Nc2ccccc2)c1	8	-1	1	1	0	-5	-1	2	-3	0
Cc1cc(C(=O)CSc2nc3ccccc3n2C)c(C)n1C	-4	5	-3	-2	2	3	0	0	3	-2
Cc1cccc(C)c1Nc1nnc(SCC(=O)NCc2cccs2)s1	-1	-2	3	-1	1	-3	2	0	6	-2
CCc1ccc(Nc2cnn(C34CC5CC(CC(CC(=O)O)(C5)C3)C4)c(=O)c2Cl)cc1	1	3	2	-1	-6	0	3	-2	7	-4
CC(=O)N1CCN(c2ccc(NC(=O)c3ccc4c(c3)OCO4)cc2)CC1	4	-4	-3	-1	4	-2	-3	16	-1	-3
Cc1cc(C)c(S(=O)(=O)N2CCN=C2c2ccccc2)c(C)c1	-6	8	0	-1	4	0	-2	-1	6	-2

A run of entries taken from the entries so far, for reference:
SMILES	HTRA1 inhibitor	NPR2 activator	rCAG binder	GC-A act	mABHD4 FP	PRMT1 FP inh	UHRF1 MBD2 ctr	SIAE inh	TCR-CD3 inh	MBD2 inh
CC1CC(C)CN(C(=O)c2cc(S(=O)(=O)N3CCCCC3)ccc2Cl)C1 (centres undefined)	-6	1	-9	-2	13	2	2	0	-8	4
CCOc1ccc(NC(=O)CN(C)C(=O)c2ccc(N3CCCCCC3)c([N+](=O)[O-])c2)cc1OCC	3	5	3	1	5	3	-3	-6	-1	-6
CC(C)NC(=O)Nc1ccc2c(c1)C(=O)N([C@H](C)CO)C[C@H](C)[C@@H](CN(C)C(=O)Nc1ccccc1)O2	0	2	0	2	-8	4	2	2	1	0
CCCNC(=O)c1cc(C2CCCN(S(=O)(=O)c3ccccc3)C2)on1 (centres undefined)	x	2	0	2	2	-3	-1	-1	1	0
COc1ccccc1NC(=O)CCCn1c(=S)[nH]c2ccccc2c1=O	-9	-9	-2	-2	-6	-3	-1	-3	0	-1
CCOc1ccc(N(CC(=O)Nc2ccc(OC)cc2)C2=NC3CS(=O)(=O)CC3S2)cc1 (centres undefined)	1	0	1	3	3	-2	0	10	-1	-1
C#CCOc1ccc(/C=N/O)cc1Cl	-4	2	1	4	0	0	-3	4	7	0
CCCC(=O)NCCc1nc2ccccc2n1CCC	-2	-3	1	-1	7	-3	-2	-2	5	1
O=C(c1ccccc1Nc1ccc(SC(F)F)cc1)N1CCCCC1	0	-4	-5	1	1	-1	-2	1	4	4
CCOC(=O)c1c(C)[nH]c(C(C)=NNC(=O)Cn2nc(C)cc2C)c1C	8	-1	0	-1	2	0	-1	4	-2	-7
CC1(C(=O)c2ccccc2)C2c3c(ccc4ccccc34)OC(=O)C21C(=O)N1CCOCC1 (centres undefined)	7	-10	5	-10	1	-2	1	-4	0	-2
CNc1c([N+](=O)[O-])cnn1-c1ccccn1	6	4	3	1	-3	1	1	-10	5	-2
O=c1[nH]c(C2CCN(S(=O)(=O)c3ccccc3)CC2)nc2c1nnn2Cc1ccc2c(c1)OCCO2	-33	-6	4	2	-6	0	-4	-13	6	-4
